Compound activity from PubChem BioAssay.
Pf Dd2 inh = P. falciparum Dd2 growth inhibition; SYBR Green, 72 h; stronger effect = lower value; 94,000 compounds, 2.3% hits; activity change, % at 10 µM; in the data active = activity change below about -80%; inconclusive = no clear call, values can overlap the other calls
Tcruzi prolif = inhibitors of T. cruzi proliferation; T. cruzi beta-gal in NIH3T3, GalScreen luminescence, 90 h; inhibition, % at 8.34 µM; 77,000 compounds, 5.9% hits;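 active = mean inhibition above about 93%, with at least 55% of replicates each passing it, limit read from the data, passing the limit was not always enough; inconclusive = only one of those two conditions holds; inactive = neither condition holds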
KDM4C inh = inhibitors of human demethylase GASC-1 KDM4C. inhibition, % at 12.5 µM. 96,000 compounds, 0.15% hits. GST-KDM4C 2-372, H3K9me3 peptide, LANCE TR-FRET;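 active = mean replicate inhibition above about 25%, with at least 55% of replicates also reaching it, limit read from the data, passing the limit was not always enough; inconclusive = only one of those two conditions met; inactive = neither condition met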
Target sequence (Q9H3R0 2-372 limits assumed): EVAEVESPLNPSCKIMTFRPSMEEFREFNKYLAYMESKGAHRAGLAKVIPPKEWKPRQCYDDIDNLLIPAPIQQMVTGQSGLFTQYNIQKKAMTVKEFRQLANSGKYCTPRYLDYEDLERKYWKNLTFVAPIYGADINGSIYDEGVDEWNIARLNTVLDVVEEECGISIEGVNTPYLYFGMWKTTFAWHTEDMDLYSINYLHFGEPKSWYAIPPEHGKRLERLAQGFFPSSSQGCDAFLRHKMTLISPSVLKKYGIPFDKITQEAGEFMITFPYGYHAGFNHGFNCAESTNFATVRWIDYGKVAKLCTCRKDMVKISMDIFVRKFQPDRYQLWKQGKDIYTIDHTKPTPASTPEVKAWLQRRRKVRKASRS
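material = GST-tagged GASC-1 (JMJD2C) catalytic fragment, aa 2-372 | amount = enzyme final amount 10 nM | medium = HEPES buffer, pH 7.5, plus ascorbate | also added = H3K9me3 peptide substrate, Fe(II), 2-oxoglutarate | dosing = single dose | times = 30 min demethylation and 1 h detection at room temperature | detection = LANCE TR-FRET | read-out basis = Fall in 671/618 emission ratio as inhibition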
C diff growth = blocks growth of Clostridium difficile; AID 1259249; growth activity, negative = inhibition, % at 16 µg/mL (by protocol); 86,000 compounds, 0.25% hits; Clostridium difficile clinical isolate growth, OD600, 24 h; stronger effect = lower value;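 active = mean growth activity at or below -80% and every replicate also at or below -80%; inconclusive = mean at or below -80% but some replicate above -80%; inactive = mean growth activity above -80%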;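 also: 0% = DMSO wells and -100% = levofloxacin 16 µg/mL wells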
The depositor's hits bear a star; ? = inconclusive; . = no result given; & = joins results of further samples.

SMILES | Pf Dd2 inh | Tcruzi prolif | KDM4C inh | C diff growth
C[C@@H]1CCCCO[C@@H](CN(C)CC2CCCCC2)[C@H](C)CN([C@H](C)CO)C(=O)c2cc(NC(=O)c3ccccc3)ccc2O1 | -69.6 | 116.9* | -0.6 | 4.6
O=C(Nc1cccc(F)c1)N1CCCCN2[C@H](C1)[C@H](c1ccc(-c3ccccc3F)cc1)[C@@H]2CO | 15.8 | 110.4* | 0.1 | 35.9
C/C=C/c1ccc([C@@H]2[C@H](C#N)N(C(=O)c3cccnc3)[C@H]2CO)cc1 | 0.8 | 56.5 | -2.9 | 6.1
COc1ccc(CN2[C@H](CO)[C@H]3c4ccccc4N(C(=O)Nc4ccc(F)cc4)C[C@H]32)cc1 | -15.2 | 18.0 | 1.1 | 3.8
COCCNC(=O)C[C@H]1C=C[C@@H](NS(=O)(=O)c2ccc(C)cc2)[C@H](CO)O1 | -12.7 | . | 0.3 | -6.1
COc1cccc(-c2cnc3c(c2)C(=O)N([C@H](C)CO)C[C@H](C)[C@H](CN(C)S(C)(=O)=O)O3)c1 | 26.5 | -11.4 | 0.2 | 0.4
C[C@@H]1CCCCO[C@@H](CN(C)Cc2ccc(Cl)c(Cl)c2)[C@@H](C)CN([C@@H](C)CO)C(=O)c2cc(NS(C)(=O)=O)ccc2O1 | -62.5 | 85.0 | 16.7 | 6.1
O=C(Nc1cccc(Cl)c1)N[C@H]1CC[C@H](CCNC(=O)C2CCOCC2)O[C@H]1CO | 3.6 | -3.9 | 1.7 | 4.6
O=C(C[C@@H]1CC[C@H](NC(=O)C2CCOCC2)[C@@H](CO)O1)Nc1nccs1 | 5.6 | -24.8 | 0.2 | .
C[C@H]1CN([C@@H](C)CO)C(=O)Cc2cc(NC(=O)CCN3CCOCC3)ccc2O[C@H]1CN(C)C(=O)Nc1ccc2c(c1)OCO2 | 15.1 | 4.7 | 1.3 | 8.4
CN1CCN(C(=O)C[C@@H]2CC[C@@H]3[C@H](COc4ccc(NC(=O)c5cccs5)cc4C(=O)N3C)O2)CC1 | 0.5 | -20.2 | 0.6 | 0.9
O=C(C[C@@H]1CC[C@H](NC(=O)Nc2ccc(F)cc2)[C@H](CO)O1)NCc1ccccn1 | 6.8 | 3.5 | 0.3 | -4.8
Cc1noc(C)c1NC(=O)Nc1ccc2c(c1)C(=O)N([C@@H](C)CO)C[C@H](C)[C@H](CN(C)C(=O)Nc1ccc(F)cc1)O2 | 28.6 | -1.5 | 0.3 | -1.9
C[C@H](CO)N1C[C@H](C)[C@H](CN(C)C(=O)[C@H]2CCCN2C)OCc2ccccc2-c2c(n(C)c3ccccc23)C1=O | 8.2 | -27.7 | -0.3 | -5.5
C[C@@H]1CN([C@@H](C)CO)C(=O)Cc2cc(NS(=O)(=O)c3ccccc3)ccc2O[C@H]1CN(C)Cc1ccc(Oc2ccccc2)cc1 | -67.9 | 88.0 | -2.5 | 53.2
CCCN(C)C[C@@H]1Oc2cc(-c3cccc(C#N)c3)ccc2S(=O)(=O)N([C@H](C)CO)C[C@@H]1C | -67.6 | 21.1 | -1.3 | 5.8
Cn1cnc(CCNC(=O)C[C@@H]2CC[C@@H]3[C@H](COC[C@@H](O)CN3C(=O)Nc3ccc(Cl)cc3)O2)c1 | 4.2 | -7.6 | 0.3 | .
Cc1noc(C)c1NC(=O)N(C)C[C@H]1Oc2cc(C#CCC(C)C)ccc2S(=O)(=O)N([C@@H](C)CO)C[C@H]1C | -4.1 | 49.8 | -2.0 | 2.0
CCCC(O)C#Cc1cnc2c(c1)C(=O)N([C@H](C)CO)C[C@H](C)[C@H](CN(C)C(=O)NC(C)C)O2 (stereo partly specified) | 2.7 | -18.5 | 4.2 | 0.3
C[C@@H]1CCCCO[C@@H](CN(C)CC2CCCCC2)[C@H](C)CN([C@H](C)CO)C(=O)c2cc(NC(=O)Nc3ccccc3)ccc2O1 | -83.9* | 94.4 | -0.8 | 15.9
CNC[C@@H]1Oc2ccc(NC(=O)Cn3cnnn3)cc2C(=O)N([C@H](C)CO)C[C@H]1C | 44.0 | 19.0 | 1.2 | 0.2
O=C(NC1CCCCC1)N[C@H]1CC[C@@H](CCNS(=O)(=O)c2ccccc2)O[C@@H]1CO | 10.3 | -3.1 | 2.6 | 0.9
COc1ccc2c3c(n(C)c2c1)[C@H](CO)N(CC1CC1)CC31CCN(S(=O)(=O)c2cn(C)cn2)CC1 | 6.1 | . | 0.1 | 4.8
CN(C)C(=O)C[C@@H]1CC[C@@H]2[C@@H](COc3ccc(NS(=O)(=O)c4cccc(F)c4)cc3C(=O)N2C)O1 | 4.8 | 32.7 | -0.4 | 2.7

Reprinted at random: two compounds from above
SMILES | Pf Dd2 inh | Tcruzi prolif | KDM4C inh | C diff growth
CN(C)C(=O)C[C@@H]1CC[C@@H]2[C@@H](COc3ccc(NS(=O)(=O)c4cccc(F)c4)cc3C(=O)N2C)O1 | 4.8 | 32.7 | -0.4 | 2.7
C[C@@H]1CCCCO[C@@H](CN(C)Cc2ccc(Cl)c(Cl)c2)[C@@H](C)CN([C@@H](C)CO)C(=O)c2cc(NS(C)(=O)=O)ccc2O1 | -62.5 | 85.0 | 16.7 | 6.1

(list continues)
SMILES | Pf Dd2 inh | Tcruzi prolif | KDM4C inh | C diff growth
CCCN1[C@H](C(=O)N[C@@H](C)c2ccccc2)[C@@H](CO)[C@@H]2Cn3c(ccc(-c4ccccc4)c3=O)[C@@H]21 | -1.1 | ? | 7.6 | 3.0
COc1ccc(C#Cc2ccc([C@@H]3[C@H](CO)N4C(=O)CN(C(=O)c5ccccc5)C[C@@H]34)cc2)cc1 | -13.5 | . | -4.8 | 2.0
O=C(C[C@@H]1CC[C@H](NC(=O)CN2CCOCC2)[C@@H](CO)O1)NC1CCC1 | 13.7 | . | 1.5 | 0.7
COc1ccc(NC(=O)Nc2ccc3c(c2)C(=O)N([C@H](C)CO)C[C@H](C)[C@H](CN(C)CC2CCCCC2)OCCCC[C@@H](C)O3)cc1 | -62.4 | 67.5 | -1.7 | -1.2
C/C=C/c1ccc(C2[C@H]3CNC[C@@H]2N3S(=O)(=O)c2ccc(C)cc2)cc1 (stereo partly specified) | -10.1&-10.4 | . | 0.5&-0.4 | -11.2&0.9
C[C@@H]1CN([C@H](C)CO)S(=O)(=O)c2ccc(C3=CCCC3)cc2O[C@H]1CN(C)C(=O)C1CCOCC1 | -28.8 | 40.1 | 3.1 | -1.1
CN(C)C(=O)C[C@@H]1CC[C@H](NC(=O)NC2CCCCC2)[C@@H](CO)O1 | -35.1 | . | -0.3 | -2.6
C[C@H](CO)N1C[C@H](C)[C@@H](CN(C)C(=O)C2CCOCC2)Oc2ncc(C3=CCCCC3)cc2C1=O | 3.3 | 45.4 | -0.1 | -5.6
C[C@@H](O)C#Cc1cnc2c(c1)C(=O)N([C@@H](C)CO)C[C@H](C)[C@H](CN(C)Cc1cccc(F)c1)O2 | 13.3 | 12.9 | 0.7 | -1.2
O=C(C1CCCC1)N1CC(=O)N2[C@@H](CO)[C@@H](c3ccc(C#CC4CCCC4)cc3)[C@@H]2C1 | 3.7 | . | 1.3 | 10.9
CN1c2ccc(-c3cccc(C#N)c3)cc2[C@H]2[C@H](CCN2C(=O)NC2CCCCC2)[C@H]1CO | 42.2 | 71.8 | -4.1 | 12.7
CCCC(=O)Nc1ccc2c(c1)C(=O)N(C)C[C@@H](OC)[C@@H](C)CN(C(=O)C1CCCC1)[C@H](C)CO2 | -19.4 | 32.4 | -0.7 | 0.8
COc1ccc2c3c([nH]c2c1)[C@H](CO)N(C(=O)CN1CCOCC1)CC31CCN(Cc2ccccc2)CC1 | -6.6 | . | -1.2 | 5.5
CC(C)c1cn(CC[C@@H]2CC[C@H](NC(=O)Nc3cc(Cl)cc(Cl)c3)[C@H](CO)O2)nn1 | 4.3 | -55.0 | 0.9 | .
COCC(=O)Nc1ccc2c(c1)C(=O)N(C)[C@@H]1CC[C@@H](CC(=O)NCCCN(C)C)O[C@H]1CO2 | -68.9 | 8.3 | 3.4 | -2.8
Cc1noc(C)c1NC(=O)N(C)C[C@@H]1Oc2ncc(/C=C/c3ccccc3)cc2C(=O)N([C@H](C)CO)C[C@H]1C | 1.9 | . | -1.6 | 1.0
C[C@@H]1CCCCO[C@@H](CN(C)C(=O)Nc2ccc(C(F)(F)F)cc2)[C@H](C)CN([C@H](C)CO)C(=O)c2cc(NC(=O)Nc3ccccc3)ccc2O1 | -56.2 | . | 3.4 | -0.5
CNC(=O)C[C@@H]1CC[C@@H]2[C@@H](COc3ccc(NC(=O)C4CC4)cc3C(=O)N2C)O1 | 5.2 | -4.2 | -3.9 | -3.0
O=C(Nc1cc(F)ccc1F)N[C@@H]1CC[C@@H](CCNC(=O)c2cnccn2)O[C@@H]1CO | 7.7 | 38.4 | 0.3 | .
COc1ccc(NC(=O)N(C)C[C@H]2OCCCC[C@H](C)Oc3ccc(NS(=O)(=O)c4c(C)noc4C)cc3C(=O)N([C@@H](C)CO)C[C@H]2C)cc1 | -42.7 | 7.9 | -1.7 | -0.9
C[C@H](CO)N1C[C@H](C)[C@H](CN(C)Cc2ccc3c(c2)OCO3)Oc2c(NS(C)(=O)=O)cccc2C1=O | -3.6 | 9.8 | 0.1 | 5.3
O=C(c1ccccn1)N1CC[C@@H]2[C@H]1c1cc(Br)ccc1N[C@@H]2CO | -5.3 | 44.0 | -0.6 | 1.9
C[C@H](CO)N1C[C@H](C)[C@H](CN(C)S(=O)(=O)c2cn(C)cn2)Oc2ncc(C#Cc3ccccc3)cc2C1=O | 4.9 | 29.9 | . | -2.3
CC(=O)N(Cc1cccc(F)c1)C[C@H]1[C@@H](c2ccccc2)[C@@H](CO)N1C(C)=O | -12.8 | . | -2.5 | 2.1
C[C@H]1CN([C@@H](C)CO)C(=O)CCCn2cc(nn2)CO[C@@H]1CN(C)Cc1cccc(C(=O)O)c1 | 11.2 | -23.5 | -0.9 | .
C[C@@H]1CN([C@@H](C)CO)C(=O)c2cc(NS(=O)(=O)c3cn(C)cn3)ccc2O[C@H]1CN(C)Cc1ccc(C(F)(F)F)cc1 | 4.1 | 15.3 | 1.8 | 0.0
CCC(=O)Nc1ccc2c(c1)C(=O)N(C)C[C@@H](OC)[C@H](C)CN(Cc1ccccc1F)[C@H](C)CO2 | -44.6 | 46.1 | 1.0 | .
C[C@@H]1CCCCO[C@H](CN(C)Cc2ccc3c(c2)OCO3)[C@@H](C)CN([C@H](C)CO)C(=O)c2cc(NC(=O)C3CCCCC3)ccc2O1 | -0.1 | -11.0 | -0.5 | 1.1
CN1CCN(C(=O)C[C@@H]2C[C@H]3c4cc(NC(=O)C5CCOCC5)ccc4O[C@H]3[C@@H](CO)O2)CC1 | 2.6 | -25.6 | 1.2 | 0.8
CN(C)C(=O)c1cccc(-c2ccc([C@@H]3[C@H]4CN(C(=O)C5CCCC5)CC(=O)N4[C@H]3CO)cc2)c1 | 3.3 | . | -0.1 | -2.2
CNC[C@@H]1Oc2ccc(NC(=O)Nc3c(C)noc3C)cc2CC(=O)N([C@H](C)CO)C[C@@H]1C | 22.9 | 51.0 | 0.2 | -0.8
C[C@@H]1CN([C@@H](C)CO)C(=O)c2cccc(NC(=O)C3CCCCC3)c2O[C@@H]1CN(C)C(=O)NC1CCCCC1 | -16.1 | -6.7 | -1.7 | 1.4
CN1C(=O)c2cc(NC(=O)Cc3cccs3)ccc2OC[C@H]2O[C@H](CC(=O)NCCCN3CCOCC3)CC[C@@H]21 | 9.1 | -3.7 | 0.2 | -3.9
O=C(NCCc1ccncc1)[C@@H]1[C@@H](CO)[C@@H]2Cn3c(ccc(-c4ccc(F)cc4)c3=O)[C@H]1N2 | . | -62.1 | -2.3 | 0.9
Cc1ccc(S(=O)(=O)N[C@H]2CC[C@@H](CCn3cc(C4CCCC4)nn3)O[C@H]2CO)cc1 | -64.3 | . | 0.0 | 1.6
CCCNC(=O)Nc1ccc2c(c1)OC[C@H](C)N(C)C[C@@H](C)[C@H](OC)CN(C)C2=O | . | -39.1 | 0.1 | -5.3
CCC(=O)Nc1ccc2c(c1)C(=O)N(C)C[C@H](OC)[C@@H](C)CN(CCc1ccccc1)[C@H](C)CO2 | -2.2 | -15.6 | -0.3 | .

Rewritten in CSV form: entries from further up
compound,Pf Dd2 inh,Tcruzi prolif,KDM4C inh,C diff growth
C[C@H]1CN([C@@H](C)CO)C(=O)CCCn2cc(nn2)CO[C@@H]1CN(C)Cc1cccc(C(=O)O)c1,11.2,-23.5,-0.9,.
C[C@@H]1CN([C@@H](C)CO)C(=O)c2cc(NS(=O)(=O)c3cn(C)cn3)ccc2O[C@H]1CN(C)Cc1ccc(C(F)(F)F)cc1,4.1,15.3,1.8,0.0
CCC(=O)Nc1ccc2c(c1)C(=O)N(C)C[C@@H](OC)[C@H](C)CN(Cc1ccccc1F)[C@H](C)CO2,-44.6,46.1,1.0,.
C[C@@H]1CCCCO[C@H](CN(C)Cc2ccc3c(c2)OCO3)[C@@H](C)CN([C@H](C)CO)C(=O)c2cc(NC(=O)C3CCCCC3)ccc2O1,-0.1,-11.0,-0.5,1.1
CN1CCN(C(=O)C[C@@H]2C[C@H]3c4cc(NC(=O)C5CCOCC5)ccc4O[C@H]3[C@@H](CO)O2)CC1,2.6,-25.6,1.2,0.8
